From PubChem BioAssay
HKDC1 inh = blocks human hexokinase HKDC1 activity; hit rate 0.16% among 340,000; inhibition, % at 20 µM; recombinant HKDC1, G6PDH/diaphorase resazurin coupled fluorescence; AID 493160; Q2TB90;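 active = inhibition above about 35% when tested at 20 µM, limit read from the data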;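 also: plate controls were DMSO wells with enzyme for no effect and DMSO wells lacking enzyme for full effect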
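Test system: Recombinant HKDC1 (HK5) hexokinase enzyme, produced in-house | Input: HKDC1 at 5 µg/mL | Buffer or medium: Tris pH 8.0 buffer with MgCl2, Tween-20, BSA, BME | Schedule: 90 min reaction incubation at room temperature, dark | Technique: Resazurin-to-resorufin fluorescence via G6PDH and diaphorase coupling, 525/613 nm | Controls: DMSO wells with and without enzyme mix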
SENP1 inh = inhibitors of human SENP1 SUMO protease catalytic domain | hit rate 0.21% among 360,000 | recombinant SENP1 catalytic domain, CyPet-SUMO1-YPet FRET cleavage | inhibition, % at 10 µM | Q9P0U3;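 active = inhibition at least 30% at 10 µM, raw YFP signal under a set limit, fluorescence ratio 0.5 to 1.5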;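 also: 0% = enzyme with DMSO and 100% = no enzyme wells; some results filed as inactive read as strong as hits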
Target sequence (Q9P0U3 419-644 limits assumed): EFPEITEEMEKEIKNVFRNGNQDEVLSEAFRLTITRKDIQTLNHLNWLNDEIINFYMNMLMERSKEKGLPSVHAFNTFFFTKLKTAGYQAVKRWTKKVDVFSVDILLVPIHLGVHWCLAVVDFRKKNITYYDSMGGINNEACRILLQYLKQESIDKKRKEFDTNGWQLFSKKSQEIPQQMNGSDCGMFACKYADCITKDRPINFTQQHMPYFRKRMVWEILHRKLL
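Test system: recombinant human SENP1 catalytic domain, His6-tagged / Medium: pH 8 Tris buffer with EDTA, NaCl, BME, BSA, NP40, catalase / Also added: SUMO1 FRET substrate flanked by Cypet and Ypet, 25 nM / Times: 50 min reaction at room temperature / Signal: FRET, CFP and YFP emission / Control set: no-enzyme low control and enzyme-plus-DMSO high control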
MIN6 prolif = MIN6 beta-cell proliferation induction; MIN6 cells proliferation, ATPlite luminescence, 48 h; cells starved in 0.2% serum; 100% = growth in 10% serum; proliferation, % at 10 µM; hit rate 0.29% among 330,000; AID 2380;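 active = compounds whose signal lies at least 3.5 SD above the mean of all wells on their plate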;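 also: 0% = DMSO-treated cells in low-serum medium and 100% = 10% serum control; some compounds called inactive have numbers as strong as hits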
PfGluPho inh = PfG6PD (Plasmodium falciparum) enzyme inhibition; PfGluPho enzyme, NADPH resazurin-diaphorase fluorescence; inhibition, % at 20 µM; hit rate 0.78% among 350,000; AID 504690;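 active = inhibition reaching at least a set limit at 20 µM in the primary screen, cut at about 59% in these data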;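 also: 0% = DMSO wells with substrate and 100% = DMSO wells lacking glucose-6-phosphate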
SENP8 block-1 = inhibitors of human SENP8 protease. Q96LD8. recombinant SENP8, Nedd8 substrate fluorescence. inhibition, % at 20 µM. hit rate 0.64% among 360,000. AID 602440; in the data active = inhibition mostly above about 40%, no sharp cut-off; inactive = mostly below about 27%
Target sequence (Q96LD8 whole entry, looked up): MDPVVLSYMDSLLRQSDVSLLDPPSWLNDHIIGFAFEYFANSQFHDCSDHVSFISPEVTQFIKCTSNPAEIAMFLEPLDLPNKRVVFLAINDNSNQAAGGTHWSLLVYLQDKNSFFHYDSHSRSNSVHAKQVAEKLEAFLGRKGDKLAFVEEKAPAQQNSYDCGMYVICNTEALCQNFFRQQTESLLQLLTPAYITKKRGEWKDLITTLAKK
SENP6 inh = inhibitors of human SENP6 protease. Q9GZR1. Recombinant SENP6 catalytic domain, aminoluciferin luminescence. inhibition, % at 10 µM. hit rate 1.8% among 330,000;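 active = inhibition above about 50% at the single tested dose, limit read from the data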;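 also: plate controls were DMSO wells with enzyme for no effect and DMSO wells lacking enzyme for full effect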
Target sequence (Q9GZR1 628-1112 limits assumed): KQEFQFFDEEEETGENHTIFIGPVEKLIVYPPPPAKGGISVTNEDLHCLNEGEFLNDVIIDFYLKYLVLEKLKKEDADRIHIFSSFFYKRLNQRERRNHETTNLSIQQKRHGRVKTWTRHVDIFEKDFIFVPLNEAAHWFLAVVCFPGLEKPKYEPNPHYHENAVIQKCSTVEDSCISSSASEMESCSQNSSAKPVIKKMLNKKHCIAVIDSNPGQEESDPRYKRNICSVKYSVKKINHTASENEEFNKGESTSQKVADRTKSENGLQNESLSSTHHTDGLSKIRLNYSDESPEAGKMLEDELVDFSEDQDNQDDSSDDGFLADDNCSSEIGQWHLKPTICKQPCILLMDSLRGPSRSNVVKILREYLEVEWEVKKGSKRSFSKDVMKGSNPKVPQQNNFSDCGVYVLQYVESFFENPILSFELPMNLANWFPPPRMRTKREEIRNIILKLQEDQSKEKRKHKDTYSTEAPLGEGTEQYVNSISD
SENP7 inh = SENP7 protease inhibition. Q9BQF6. recombinant SENP7, Z-RLRGG-aminoluciferin luminescence, 40 min. inhibition, % at 5 µM. hit rate 1.5% among 330,000. AID 434973;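 active = inhibition above about 50% at the single test dose, limit read from the data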;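 also: plate controls were DMSO with enzyme for no effect and no enzyme buffer wells for full effect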
SENP8 block-2 = SENP8 protease inhibition; Q96LD8; purified SENP8, Z-RLRGG-aminoluciferin cleavage, luminescence; inhibition, % at 10 µM; hit rate 1.2% among 330,000; AID 2540; in the data active = inhibition above about 50%
UBC13 inh = blocks human UBC13 polyubiquitin chain formation; inhibition, % at 20 µM; P61088; hit rate 0.47% among 330,000; TR-FRET; in the data active = inhibition above about 45%, passing the limit was not always enough
Target sequence (P61088 whole entry, looked up): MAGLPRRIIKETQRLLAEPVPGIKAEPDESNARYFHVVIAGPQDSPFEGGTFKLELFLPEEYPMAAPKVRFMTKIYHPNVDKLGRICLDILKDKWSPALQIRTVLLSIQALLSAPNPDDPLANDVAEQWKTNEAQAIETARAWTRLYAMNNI
* hit, by the source's call; i = inactive; nt = no result given. Compounds as they come. About 4% of those tested had a hit in this group.

SMILES	HKDC1 inh	SENP1 inh	MIN6 prolif	PfGluPho inh	SENP8 block-1	SENP6 inh	SENP7 inh	SENP8 block-2	UBC13 inh
O=C(c1cc(-c2ccc(Cl)cc2)n(-c2ccc(Cl)cc2)n1)N1CCOCC1	-4	3	-3	34	15	-15	-13	-7	3
CN(C)c1ccc(C(=O)NNC(=O)c2ccc(Cl)cc2)cc1	0	2	0	-13	24	-8	-6	4	3
O=C(c1cn(-c2ccccc2)nc1-c1cccnc1)N1CCN(S(=O)(=O)c2ccc(Cl)cc2)CC1	0	1	nt	8	2	nt	nt	nt	nt
CCC(C)c1ccc(NC(=O)C2CC2)cc1 (stereo not drawn)	-3	0	-3	15	12	1	-4	-10	-9
CCc1ccc(NC(=O)CS(=O)CC(=O)Nc2ccc(F)cc2F)cc1 (stereo not drawn)	10	-1	2	-18	-2	9	-2	-2	4
COc1ccc(-n2c(=S)[nH]c3cc(C(=O)Nc4ccc(OC)c(OC)c4)ccc3c2=O)cc1	-6	0	nt	-20	8	nt	nt	nt	nt
O=C(CSc1nnnn1-c1cccnc1)Nc1ccc(OCc2ccccc2)cc1	-9	4	-2	-13	-4	-12	-3	-10	3
O=C(NNC(=O)c1cnccn1)c1cccc([N+](=O)[O-])c1	-2	7	1	22	20	3	10	-7	-9
COc1ccc(-c2[nH]nc3c2C2(C(=O)N(CC(=O)O)c4ccccc42)C(C#N)=C(N)O3)cc1OC (stereo not drawn)	3	-4	0	-3	5	5	-9	0	-1
O=C(Nc1ccc(F)cc1)c1ccc(S(=O)(=O)NCC2CCCO2)cc1 (stereo not drawn)	-7	1	-2	10	-2	-24	5	3	-7
CC(C)(C)OC(=O)N1CCN(C(=O)c2[nH]cnc2C(=O)Nc2ccon2)CC1	1	3	5	1	19	-14	11	-5	-1
Oc1ccccc1Nc1nc(-c2ccccc2O)nc2ccccc12	2	0	2	7	18	11	4	-3	2
O=c1c2ccccc2[nH]c(=S)n1CCc1ccccc1	-11	1	0	5	14	-3	-4	-4	15
O=C(N/N=C/c1c(O)ccc2ccccc12)c1[nH]ncc1Br	-36	-25	-2	7	-40	51*	19	18	-22
COc1cccc(N2CCN(C(=O)c3ccc4nc[nH]c4c3)CC2)c1	2	-4	-1	11	3	-19	2	0	-2
COc1ccc(NC(=O)Nc2cc(C)cc(C)c2)cn1	0	1	2	-1	8	-10	6	1	-3
CC(C)CNC(=S)N1CCC(C(=O)c2ccc(F)cc2)CC1	-1	1	1	17	4	-32	-3	-5	-3
O=C(Cn1nnc(-c2ccc(CN3CCOCC3)cc2)n1)NC1CCCCC1	0	-2	2	-3	7	3	6	6	0
CCOc1cc(N2CCOCC2)c(OCC)cc1NC(=O)Cn1cnnn1	4	1	2	7	11	-8	-7	-7	-7
O=C(O)[C@H](Cc1ccccc1)NC(=O)N1CCC(Cc2ccccc2)CC1	-6	0	-2	-5	11	2	3	-3	5

Reformatted with bars between the fields: part of the list above.
molecule | HKDC1 inh | SENP1 inh | MIN6 prolif | PfGluPho inh | SENP8 block-1 | SENP6 inh | SENP7 inh | SENP8 block-2 | UBC13 inh
COc1cccc(N2CCN(C(=O)c3ccc4nc[nH]c4c3)CC2)c1 | 2 | -4 | -1 | 11 | 3 | -19 | 2 | 0 | -2
COc1ccc(NC(=O)Nc2cc(C)cc(C)c2)cn1 | 0 | 1 | 2 | -1 | 8 | -10 | 6 | 1 | -3
CC(C)CNC(=S)N1CCC(C(=O)c2ccc(F)cc2)CC1 | -1 | 1 | 1 | 17 | 4 | -32 | -3 | -5 | -3
O=C(Cn1nnc(-c2ccc(CN3CCOCC3)cc2)n1)NC1CCCCC1 | 0 | -2 | 2 | -3 | 7 | 3 | 6 | 6 | 0

Other entries follow:
SMILES	HKDC1 inh	SENP1 inh	MIN6 prolif	PfGluPho inh	SENP8 block-1	SENP6 inh	SENP7 inh	SENP8 block-2	UBC13 inh
COc1ccc(CN2CCC(C(=O)Nc3ccc(Oc4cccnc4)cc3)CC2)c(C)c1C	-6	2	-7	2	20	-7	5	-2	20
CC1CCCN(C(=S)NCc2ccccc2)C1 (stereo not drawn)	8	-1	-2	7	26	-24	2	0	-7
COc1ccc(CCNC(=O)CN(C2CCCCC2)S(C)(=O)=O)cc1	-2	0	-3	5	29	-17	5	-9	-3
CCCOc1ccc(C(=O)N2CCCC2)cc1OC	-10	-1	3	-3	5	-6	6	11	10
Cc1ccc(C(=O)NCC(=O)N2CCCCCCC2)cc1C	6	-1	-1	10	8	3	-11	-23	-1
NNc1nc2c(Cl)ccc(Cl)c2s1	6	-68	-2	20	-54	1	-6	-4	-8
O=C(NCCN1CCN(Cc2ccc([N+](=O)[O-])cc2)CC1)C(=O)Nc1ccccc1	7	1	-2	-10	14	-3	0	-6	0
COc1ccc(CCNC(=O)CSc2nnc(-c3ccccc3)c3ccccc23)cc1OC	14	3	3	-14	17	-33	-6	-14	-14
Cc1c(C(=O)OC(C)C)[nH]c2c1C(=O)CC(C)(C)C2	0	2	-1	5	10	-10	-2	5	8
CCOc1cc(C(C#N)N2CCCCC2)ccc1OC (stereo not drawn)	-4	0	0	-13	14	-20	-5	-2	2
CCN(CC)S(=O)(=O)c1ccc(NC(=O)CCNC(=O)c2ccccc2)cc1	-2	0	nt	-5	13	nt	nt	nt	nt
Cn1c(=O)c2c(nc(CN3CCN(C(=O)c4ccco4)CC3)n2CCCO)n(C)c1=O	2	3	0	10	0	-23	6	-1	-1
COC(=O)c1ccc(Cn2cnc3c(cnn3-c3ccc(F)cc3)c2=O)o1	0	0	-2	1	20	-8	7	-1	4
CCC(C)c1ccc(OCCn2ccnc2)cc1 (stereo not drawn)	-10	3	-4	3	4	25	-5	17	2
Cc1c(Cl)cccc1NC(=O)CSC(C)c1nc2ccccc2c(=O)[nH]1 (stereo not drawn)	9	0	-3	6	27*	-6	1	-5	3
CCOC(=O)N1CCN(c2nc(SC)nc3sc4c(c23)CC(C)(C)OC4)CC1	19	-7	-5	25	i	-8	-2	-4	2
Nc1ccc2ncccc2c1	17	1	-1	54	-208	43	9	37	-18
O=C(O)CCC(=O)N1CCc2cc(S(=O)(=O)N3CCCCC3)ccc21	17	1	0	-7	10	-13	-12	-8	-12
O=C(OCC(=O)N1CCCCCC1)c1cccnc1Cl	-2	1	1	8	14	4	2	6	-4
COc1ccc(OC)c(NC(=O)CCc2nnc3ccc(NCc4ccco4)nn23)c1	-1	-9	3	6	3	-10	7	-3	-6
COC(=O)C1CCCCN1C(=O)c1ccc2oc(Cc3ccccc3)nc2c1 (stereo not drawn)	0	-3	-1	-20	-6	12	3	-5	-1
COc1ccc(OCC(=O)N2CCN(C(=O)c3cccs3)CC2)cc1	-2	1	-3	-2	13	-12	0	-2	2
N#Cc1ccc(Cn2c(=O)c(C#N)c3n(c2=O)CCC3)cc1	-5	-5	0	-12	11	-19	4	-4	12
COc1cccc(OC)c1NC(=O)c1nc2c(nnn2Cc2ccccc2Cl)c(=O)[nH]1	0	4	-4	-5	-1	9	3	-1	3
Cc1oc(-c2cccc(Cl)c2)nc1CN1CCC(C(=O)NC2CC2)CC1	-5	3	10	0	9	1	4	-3	2
CCN1C(=O)C2(C(C#N)=C(N)Oc3c2c(C)nn3-c2ccccc2)c2ccccc21 (stereo not drawn)	7	4	-5	9	6	-11	-9	-16	-15
COc1ccc2oc(C(=O)OCC(=O)N(C)C3CCCCC3)c(C)c2c1	2	-4	4	7	-495	-6	-9	-10	8
Cc1ccc(C)c(S(=O)(=O)N2CCN(CC(=O)Nc3sccc3C#N)CC2)c1	6	-15	3	-19	0	2	7	-4	0
CC1CCN(C(=O)c2ccccc2NC(=O)c2cccc(S(=O)(=O)N3CCOCC3)c2)CC1	-8	2	nt	-24	11	nt	nt	nt	nt
COc1cc(CN2CCN(c3ccc(C)cc3)CC2)cc([N+](=O)[O-])c1O	-3	nt	1	-7	nt	4	4	5	-23
C[C@H]1C=C(C(=O)NCc2ccccc2)O[C@@H](OCc2ccc(CO)cc2)C1	-3	1	3	-5	10	-2	0	5	3
N=C1C(c2nc3ccccc3s2)=C(O)CN1NC(=O)c1ccco1	3	-12	-1	8	0	9	2	4	-4
CS(=O)(=O)NCc1nnc(SCc2ccc(C(F)(F)F)cc2)o1	-5	1	1	-17	14	-16	-2	3	1
COc1cccc([C@@H]2CC=C(C(=O)O)[C@H](c3ccc(F)cc3)N2S(=O)(=O)c2ccc(C)cc2)c1	3	-2	-4	11	3	-11	4	-4	-16
O=C(CSc1nnc(NC(=O)c2c(F)cccc2F)s1)NCc1ccccc1	-1	1	-2	-18	1	-25	3	0	2
COc1cc([N+](=O)[O-])ccc1NC(=S)NNC(=O)c1ccc2c(c1)OCO2	0	1	-6	15	10	34	12	6	-40
CCOc1cc(/C=N/NC(=O)c2cc(C3CC3)[nH]n2)ccc1O	-7	0	0	23	-46	-9	-5	-7	-5
CC(NC(=O)CCc1nnc(Cc2cccc(C(F)(F)F)c2)o1)C1CC1 (stereo not drawn)	-6	-1	2	8	19	-8	2	6	-4
COc1ccccc1/C=C/C(=O)Nc1ccc(S(=O)(=O)Nc2cc(C)nc(C)n2)cc1	-1	-1	0	-11	-26	-9	6	-2	-1
COC(=O)C(NC(C)=O)(Nc1nc(C)cs1)C(F)(F)F (stereo not drawn)	-4	1	0	-12	30	3	-1	2	-1
Cc1ccccc1OCC(O)CN1CCN(CC(O)COc2ccccc2C)CC1 (stereo not drawn)	-11	2	-1	-11	14	-1	3	5	7
CC(=O)Oc1ccc(/C=C2/Oc3ccccc3C2=O)cc1	1	-38	-3	-6	-86	87*	78*	83*	-16
C=CCSC1=N/C(=C\c2cccnc2)C(=O)N1c1ccc(OC)cc1	-7	-2	0	13	-3	-28	2	-8	2
CSc1nc2c(c(=O)[nH]1)CCCC2	-4	1	-1	8	12	-6	-9	-3	-7
CCn1ccc(C(=O)NC2C(=O)N3C(C(=O)O)=C(C)CSC23)n1 (stereo not drawn)	5	-1	0	47	18	-13	11	5	-10
O=C(Nc1cccnc1)c1ccc([N+](=O)[O-])s1	1	3	-8	16	43*	10	10	3	-20
N#Cc1c(C(F)(F)F)cc(=O)[nH]c1SCC(=O)O	-4	2	2	1	-27	-18	2	4	-2
Nc1ccc2nc(-c3ccccc3)cnc2c1	8	-39	-4	49	-369	67*	42	52*	-41
C=CCNC(=O)C1CCN(c2cnccn2)CC1	10	-2	0	-16	-32	14	1	3	1
CCCCSc1nc2c(cnn2-c2ccc(F)cc2)c(=O)[nH]1	-5	1	5	-13	27	2	5	-3	-6
The list continues.
SMILES	HKDC1 inh	SENP1 inh	MIN6 prolif	PfGluPho inh	SENP8 block-1	SENP6 inh	SENP7 inh	SENP8 block-2	UBC13 inh
O=C(NCc1cccnc1)C(=O)N/N=C/c1ccccc1[N+](=O)[O-]	12	3	2	-2	3	10	7	-1	1
CCN(CC1CCCO1)C(=O)C1CCN(C2CCN(Cc3ccccc3C)CC2)CC1 (stereo not drawn)	2	-20	-4	-24	7	2	3	3	-2
CCOc1oc(-c2ccc(OC)cc2)nc1C(F)(F)F	-2	3	-4	3	8	-11	4	-1	2
O=C(NNc1nc2ccccc2nc1C(F)(F)F)c1ccccc1	-8	1	-3	3	7	-7	-8	-5	2
COc1cc(C(=O)NC(=S)N2CCCCCC2)cc(OC)c1OC	-5	1	-4	1	10	4	-9	-4	-14
